TcdB inh – blocks C. difficile toxin B glycohydrolase activity | TcdB glycohydrolase enzymatic assay, plate reader | P18177 | inhibition, % at 9.99 µM | AID 652162 | 350,000 compounds, 0.24% hits; in the data active = inhibition above about 10%
* marks the source's active call; other numbers are inactive results. The list is partial; the hit share may differ from the screen's.

SMILES	TcdB inh
CC(C)NC(=O)Nc1ccc2c(c1)C(=O)N([C@@H](C)CO)C[C@H](C)[C@H](CN(C)Cc1ccc(-c3ccccc3)cc1)O2	0.2
C[C@@H]1CCCCO[C@H](CN(C)S(C)(=O)=O)[C@@H](C)CN([C@H](C)CO)C(=O)c2cc(NS(=O)(=O)c3ccc(F)cc3)ccc2O1	0.2
COc1ccc(NC(=O)N2C[C@@H](O)COC[C@@H]3O[C@@H](CC(=O)N4CCCCC4)CC[C@H]32)cc1	0.1
CCC(=O)N1[C@@H](CO)[C@@H]2c3ccccc3N(C(=O)Nc3ccc(Cl)cc3)C[C@@H]21	0.0
C[C@@H]1CN([C@H](C)CO)C(=O)c2cc(NS(=O)(=O)c3ccc(F)cc3)ccc2O[C@@H](C)CCCCO[C@@H]1CN(C)Cc1ccc2c(c1)OCO2	-1.2
CC(=O)N1CC2(C1)[C@H](c1ccc(-c3cccc(F)c3)cc1)[C@@H](CO)N2CC1CCCC1	0.2
Cn1cnc(S(=O)(=O)N[C@@H]2C=C[C@H](CC(=O)NCC3CC3)O[C@@H]2CO)c1	0.0
CNC[C@H]1Oc2ncc(-c3ccc(OC)cc3)cc2C(=O)N([C@@H](C)CO)C[C@H]1C	0.5
CN(C)C(=O)C[C@H]1C[C@@H]2c3cc(NC(=O)c4cccnc4)ccc3O[C@@H]2[C@@H](CO)O1	-0.3
C[C@H]1CN([C@@H](C)CO)C(=O)c2cc(NS(=O)(=O)c3ccccc3)ccc2O[C@H]1CN(C)Cc1ccc(C(=O)Nc2ccccc2N)cc1	0.7
Cc1ccc(S(=O)(=O)Nc2ccc3c(c2)CC(=O)N([C@@H](C)CO)C[C@H](C)[C@@H](CN(C)S(=O)(=O)c2ccc(C)cc2)O3)cc1	-0.5
CN1CCN(C(=O)C[C@@H]2C[C@H]3c4cc(NC(=O)C5CCC5)ccc4O[C@H]3[C@@H](CO)O2)CC1	-0.9
O=S(=O)(c1ccc(F)cc1)N1CCCCN2[C@H](CO)[C@H](c3ccc(C4=CCCCC4)cc3)[C@@H]2C1	-1.1
C[C@@H]1CN([C@@H](C)CO)C(=O)Cc2cc(NC(=O)Cn3cnnn3)ccc2O[C@@H]1CN(C)C(=O)Nc1ccccc1	-1.1
Cc1noc(C)c1NC(=O)N(C)C[C@H]1Oc2ccc(NC(=O)Cc3ccccc3)cc2CC(=O)N([C@H](C)CO)C[C@@H]1C	1.0
CCN1[C@H](C(=O)NC2Cc3ccccc3C2)[C@@H](CO)[C@@H]2Cn3c(ccc(C4=CCCC4)c3=O)[C@@H]21	-1.3
C[C@@H]1CN([C@@H](C)CO)C(=O)c2cccc(NS(=O)(=O)c3cccs3)c2O[C@@H]1CN(C)Cc1ccc(C(=O)O)cc1	0.5
C[C@@H]1CCCCO[C@@H](CN(C)Cc2ccncc2)[C@@H](C)CN([C@@H](C)CO)C(=O)c2cc(NS(=O)(=O)c3cccs3)ccc2O1	0.3
CO[C@H]1CN(C)C(=O)c2ccc(NC(=O)NC(C)C)cc2OC[C@@H](C)N(CC2CC2)C[C@@H]1C	0.2
C[C@H](CO)N1C[C@H](C)[C@@H](CN(C)S(C)(=O)=O)Oc2ncc(C3=CCCC3)cc2C1=O	0.7
CO[C@@H]1CN(C)C(=O)c2ccc(NC(=O)Nc3cccc(F)c3)cc2OC[C@@H](C)NC[C@H]1C	0.7
CNC[C@H]1Oc2ccc(NC(=O)NC(C)C)cc2C(=O)N([C@H](C)CO)C[C@H]1C	-0.4
O=C(C[C@H]1CC[C@@H](NC(=O)c2ccccn2)[C@@H](CO)O1)NCc1cccc(F)c1	-1.5
C[C@@H]1CN([C@@H](C)CO)C(=O)c2cc(NC(=O)Cc3ccccc3)ccc2O[C@@H]1CN(C)S(=O)(=O)c1cn(C)cn1	0.3
C[C@H](CO)N1C[C@H](C)[C@H](CN(C)C(=O)C2CCCCC2)Oc2ncc(-c3ccncc3)cc2C1=O	0.7
C[C@H](CO)N1C[C@H](C)[C@@H](CN(C)C(=O)C2CC2)Oc2cc(C3=CCCCC3)ccc2S1(=O)=O	2.0
O=C(NCC1CC1)[C@@H]1[C@@H](CO)[C@@H]2Cn3c(cccc3=O)[C@@H]2N1CCC(F)(F)F	-0.9
Cc1noc(C)c1S(=O)(=O)Nc1ccc2c(c1)C(=O)N([C@@H](C)CO)C[C@@H](C)[C@@H](CN(C)C)O2	-1.6
C[C@H]1CN([C@@H](C)CO)C(=O)c2cc(NC(=O)CCCCCC(=O)Nc3ccccc3N)ccc2O[C@H]1CN(C)Cc1ccc(C(F)(F)F)cc1	0.5
COc1ccc2c3c(n(C)c2c1)[C@@H](CO)N(CC1CC1)CC31CCN(Cc2ccc(F)cc2)CC1	-1.8
COc1ccc(NC(=O)N2C[C@@H]3N[C@H](C2)C3c2ccc(-c3cccnc3)cc2)cc1 (stereo not given in full)	-0.3
Cc1ccccc1-c1ccc([C@H]2[C@@H](CO)N3CCCCN(S(=O)(=O)Cc4ccccc4)C[C@H]23)cc1	0.9
C[C@H](CO)N1C[C@H](C)[C@@H](CN(C)Cc2cccc(F)c2)Oc2ncc(C#CCc3ccccc3)cc2C1=O	0.6
C[C@@H]1CN([C@H](C)CO)C(=O)c2cccc(NC(=O)C3CC3)c2O[C@@H]1CN(C)Cc1ccncc1	-1.3
O=C1O[C@@H](c2ccccc2)[C@@H](c2ccccc2)N2[C@@H](c3ccc(O)cc3)[C@]3(C(=O)Nc4ccc(C#CC5=CCCCC5)cc43)[C@@H](C(=O)O)[C@H]12	-0.9
COc1cccc(CNC(=O)C[C@H]2CC[C@@H](NC(=O)C3CCC3)[C@H](CO)O2)c1	-0.4
COc1ccc(NC(=O)N[C@H]2CC[C@H](CCn3cc(-c4ccccn4)nn3)O[C@H]2CO)cc1	0.3
C[C@H]1CN([C@@H](C)CO)S(=O)(=O)c2ccc(-c3ccccc3)cc2O[C@@H]1CN(C)Cc1ccccc1C(=O)O	0.1
COc1ccccc1C(=O)Nc1ccc2c(c1)C(=O)N(C)C[C@H](OC)[C@H](C)CN[C@H](C)CO2	-0.7
CCCC#Cc1ccc2c(c1)O[C@H](CN(C)C(=O)CC1CC1)[C@H](C)CN([C@H](C)CO)S2(=O)=O	-0.5
CCNC(=O)C[C@H]1CC[C@H]2[C@H](COc3ccc(NC(=O)Cc4cccs4)cc3C(=O)N2C)O1	-0.9
CN1[C@H](C(=O)NCC2CCCCC2)[C@@H](CO)[C@@H]2Cn3c(cccc3=O)[C@@H]21	0.4
O=C(Nc1cc(F)ccc1F)N1CCCCN2[C@H](C1)[C@@H](c1ccc(-c3cccnc3)cc1)[C@@H]2CO	0.6
CCCN1[C@@H]2c3ccc(-c4ccc(F)cc4)c(=O)n3C[C@@H]2[C@@H](CO)[C@@H]1C(=O)N[C@@H](C)c1ccccc1	2.6
C[C@@H]1CN([C@@H](C)CO)S(=O)(=O)c2ccc(C#CC3(O)CCCC3)cc2O[C@H]1CN(C)C(=O)Cc1ccccc1	-0.1
C[C@H](CO)N1C[C@H](C)[C@@H](CN(C)S(=O)(=O)c2cn(C)cn2)Oc2c(NC(=O)c3ccncc3)cccc2C1=O	-1.6
CC(C)NC(=O)Nc1cccc2c1O[C@H](CN(C)C(=O)NC1CCCCC1)[C@@H](C)CN([C@@H](C)CO)C2=O	-1.2
COc1cccc(-c2ccc3c(c2)O[C@H](CN(C)Cc2cncnc2)[C@H](C)CN([C@H](C)CO)S3(=O)=O)c1	-0.8

The list goes on; it opens with the 3 that closed the last part.
SMILES	TcdB inh
C[C@H](CO)N1C[C@H](C)[C@@H](CN(C)S(=O)(=O)c2cn(C)cn2)Oc2c(NC(=O)c3ccncc3)cccc2C1=O	-1.6
CC(C)NC(=O)Nc1cccc2c1O[C@H](CN(C)C(=O)NC1CCCCC1)[C@@H](C)CN([C@@H](C)CO)C2=O	-1.2
COc1cccc(-c2ccc3c(c2)O[C@H](CN(C)Cc2cncnc2)[C@H](C)CN([C@H](C)CO)S3(=O)=O)c1	-0.8
NCC[C@@H]1CC[C@@H](NC(=O)C2CCCC2)[C@H](CO)O1	-1.5
CO[C@@H]1CN(C)C(=O)c2cc(NS(C)(=O)=O)ccc2OC[C@@H](C)N(Cc2ccccc2)C[C@@H]1C	-0.7
C[C@@H]1CN([C@H](C)CO)C(=O)c2cccc(NC(=O)Nc3ccc(C(F)(F)F)cc3)c2O[C@H]1CN(C)S(C)(=O)=O	2.3
COc1ccc(S(=O)(=O)N(C)C[C@H]2Oc3ccc(NC(=O)NC(C)C)cc3CC(=O)N([C@H](C)CO)C[C@@H]2C)cc1	-2.7
COc1cccc(-c2cnc3c(c2)C(=O)N([C@@H](C)CO)C[C@H](C)[C@@H](CN(C)Cc2ccncc2)O3)c1	0.1
CO[C@@H]1CN(C)C(=O)c2cc(NC(=O)C3CC3)ccc2OC[C@@H](C)N(C(=O)c2ccccc2F)C[C@H]1C	-0.2
O=C(NCC[C@H]1CC[C@@H](NS(=O)(=O)c2cccc(F)c2)[C@@H](CO)O1)Nc1cc(F)ccc1F	-5.5
CO[C@@H]1CN(C)C(=O)c2ccc(NC(=O)c3ccccn3)cc2OC[C@@H](C)N(C(=O)C2CCC2)C[C@H]1C	0.3
C/C=C/c1ccc2c(c1)O[C@@H](CN(C)C(=O)c1ccccc1F)[C@@H](C)CN([C@H](C)CO)S2(=O)=O	-0.9
CCC(=O)Nc1ccc2c(c1)OC[C@@H](C)N(C(=O)NC(C)C)C[C@H](C)[C@H](OC)CN(C)C2=O	15*
COc1ccc(CN(C)C[C@H]2Oc3ccc(NS(=O)(=O)c4ccc(F)cc4)cc3CC(=O)N([C@H](C)CO)C[C@H]2C)cc1	0.2
C[C@H](CO)N1C[C@H](C)[C@@H](CN(C)Cc2ccc(Cl)c(Cl)c2)Oc2ccc(NC(=O)Cn3cnnn3)cc2CC1=O	-1.6
COc1ccccc1C#Cc1ccc2c(c1)O[C@@H](CN(C)C(C)=O)[C@H](C)CN([C@@H](C)CO)S2(=O)=O	0.7
C[C@@H]1CCCCO[C@@H](CN(C)C(=O)NC2CCCCC2)[C@@H](C)CN([C@H](C)CO)C(=O)c2cc(NC(=O)Nc3ccc(F)cc3)ccc2O1	-0.2
O=C(C1CCC1)N1C[C@@H]2[C@H](c3ccccc31)[C@H](CO)N2C(=O)Nc1cccc(F)c1	0.7
C[C@@H]1CN([C@@H](C)CO)C(=O)c2cc(NC(=O)CCC(F)(F)F)ccc2O[C@@H]1CN(C)S(C)(=O)=O	0.0
CCC(=O)Nc1ccc2c(c1)OC[C@H](C)N(CCC(F)(F)F)C[C@H](C)[C@H](OC)CN(C)C2=O	2.2
CNC[C@H]1Oc2ccc(NC(=O)c3ccncc3)cc2C(=O)N([C@@H](C)CO)C[C@H]1C	-4.2
CCC(=O)N(C)C[C@H]1Oc2cc(-c3ccc(C)cc3)ccc2S(=O)(=O)N([C@@H](C)CO)C[C@@H]1C	1.1
Cc1ccc(S(=O)(=O)N(C)C[C@H]2Oc3ccc(NC(=O)Cc4cn(C)c5ccccc45)cc3CC(=O)N([C@@H](C)CO)C[C@H]2C)cc1	-1.3
CO[C@H]1CN(C)C(=O)c2ccc(NC(C)=O)cc2OC[C@@H](C)N(Cc2cc(F)ccc2F)C[C@@H]1C	-0.8
O=C(c1ccncc1)N1CC(=O)N2[C@H](CO)[C@@H](c3ccc(-c4ccccc4F)cc3)[C@H]2C1	0.6
CCCC#Cc1ccc([C@H]2[C@@H](CO)N3CCCCN(CC4CCOCC4)C[C@@H]23)cc1	-5.1
C[C@H](O)C#Cc1cnc2c(c1)C(=O)N([C@@H](C)CO)C[C@@H](C)[C@H](CN(C)C(=O)c1ccncc1)O2	-2.4

Exported as labelled records: entries from further up
CO[C@H]1CN(C)C(=O)c2ccc(NC(C)=O)cc2OC[C@@H](C)N(Cc2cc(F)ccc2F)C[C@@H]1C
- TcdB inh: -0.8

C[C@@H]1CCCCO[C@@H](CN(C)C(=O)NC2CCCCC2)[C@@H](C)CN([C@H](C)CO)C(=O)c2cc(NC(=O)Nc3ccc(F)cc3)ccc2O1
- TcdB inh: -0.2

CCC(=O)N(C)C[C@H]1Oc2cc(-c3ccc(C)cc3)ccc2S(=O)(=O)N([C@@H](C)CO)C[C@@H]1C
- TcdB inh: 1.1

O=C(C1CCC1)N1C[C@@H]2[C@H](c3ccccc31)[C@H](CO)N2C(=O)Nc1cccc(F)c1
- TcdB inh: 0.7

Additional results follow:
SMILES	TcdB inh
CN1C(=O)c2cc(NS(=O)(=O)CC(F)(F)F)ccc2OC[C@H]2O[C@@H](CC(=O)NCC3CCCCC3)CC[C@@H]21	0.4
C[C@H]1CCCCO[C@@H](CN(C)S(=O)(=O)c2ccccc2)[C@@H](C)CN([C@@H](C)CO)C(=O)c2cc(NS(=O)(=O)c3cn(C)cn3)ccc2O1	1.1
COc1ccc(CN(C)C[C@@H]2OCCCC[C@H](C)Oc3ccc(NC(=O)Nc4ccc(C(F)(F)F)cc4)cc3C(=O)N([C@@H](C)CO)C[C@@H]2C)cc1	0.0
Cc1noc(C)c1NC(=O)N(C)C[C@@H]1Oc2c(NC(=O)Nc3cccc4ccccc34)cccc2C(=O)N([C@H](C)CO)C[C@@H]1C	0.4
O=C(c1ccc(F)cc1)N1CCCCN2[C@H](C1)[C@H](c1ccc(-c3ccc(F)cc3)cc1)[C@@H]2CO	1.0
CN(C)CC(=O)N1[C@@H](C#N)[C@@H](c2ccc(C#CC3CCCCC3)cc2)[C@@H]1CO	0.0
CS(=O)(=O)N1[C@H](CO)[C@H](c2ccccc2)C12CN(C(=O)c1ccccc1F)C2	0.6
C[C@@H]1CN([C@@H](C)CO)C(=O)Cc2cc(NC(=O)NC3CCCCC3)ccc2O[C@H]1CN(C)CC1CCCCC1	0.9
O=C(C[C@@H]1CC[C@H]2[C@@H](COC[C@H](O)CN2C(=O)Nc2cc(Cl)cc(Cl)c2)O1)NCC1CCCCC1	0.2

Source: PubChem BioAssay (Broad Institute)
